CYP2C9 inh: human CYP2C9 inhibition. inhibition, % at 5 µM. actives 20% (n = 96,000). CYP2C9 Supersomes, luciferin-H conversion, luminescence;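 active = blocking of liver enzyme CYP2C9 beyond about 50% at 5 µM, limit read from the data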; note: values of inactives mirror those of a sister screen read the other way
Target sequence (P11712 whole entry, looked up): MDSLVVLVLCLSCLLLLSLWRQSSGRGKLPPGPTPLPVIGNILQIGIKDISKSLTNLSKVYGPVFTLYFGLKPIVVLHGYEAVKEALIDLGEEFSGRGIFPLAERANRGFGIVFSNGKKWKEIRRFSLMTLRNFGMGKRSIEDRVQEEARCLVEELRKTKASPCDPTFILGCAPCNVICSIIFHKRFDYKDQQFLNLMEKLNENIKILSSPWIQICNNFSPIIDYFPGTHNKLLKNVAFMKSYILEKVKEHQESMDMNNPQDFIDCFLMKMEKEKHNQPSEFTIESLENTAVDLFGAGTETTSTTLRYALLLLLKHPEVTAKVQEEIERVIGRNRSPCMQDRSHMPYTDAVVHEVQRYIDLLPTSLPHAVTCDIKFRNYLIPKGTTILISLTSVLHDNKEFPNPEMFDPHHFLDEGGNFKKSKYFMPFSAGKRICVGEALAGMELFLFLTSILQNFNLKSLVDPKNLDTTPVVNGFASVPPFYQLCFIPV
PLAP activator: activates human placental alkaline phosphatase. P05187. purified PLAP enzyme, luminescent substrate read-out; hits give high values. activation fold at 20 µM. actives 1.2% (n = 96,000); in the data active = activation fold above about 2
CYP2C9 act: increases human cytochrome P450 2C9 activity; recombinant CYP2C9, luciferin-H conversion, luminescence; hits give high values; factor 1 = untreated enzyme, 0 = blocked; activation factor at 5 µM; actives 1.4% (n = 96,000);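 active = activation factor of 2 or more for CYP2C9 at a 5 µM dose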;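 note: 0 = sulfaphenazole-blocked wells and 1 = vehicle-only wells; values of inactives mirror those of a sister screen read the other way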
Mac1 fbg enh: CD11b/CD18-fibrinogen binding enhancement; actives 0.07% (n = 93,000); K562 CD11b/CD18 adhesion to fibrinogen, ATPlite luminescence; P05107+P11215; activation, % at 10 µM;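 active = 10 µM primary screen giving 50% or more activity, confirmed by 40% or more on retest at that dose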; note: strong numbers were not always called active; reference of the scale not given here
Pyk2 oligo antag: Pyk2 (human) oligomerization antagonism. Q14289. Q293 cells, Pyk2 FERM NanoBiT luminescence; hits give low values. z-score (the deposit names both 25 µM and 10 µM). actives 0.83% (n = 99,000). AID 1347419;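 active = Z-score of -3 or lower, scaled per plate to the spread of control and sample wells; inactive = z-score above -3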;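 note: negative z-score means lost luminescence so less FERM oligomerization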
MT1-MMP txn act: activates MT1-MMP transcription. HT1080 MT1-MMP promoter luciferase reporter, luminescence, overnight; hits give high values. activation factor at 10 µM. actives 0.16% (n = 86,000). AID 750;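 active = activation factor of at least 2 for MT1-MMP transcription at 10 µM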
CYP2C19 inh: inhibitors of human CYP2C19; P33261; CYP2C19 Supersomes, luciferin-H EGE luminescence, 30 min; inhibition, % at 5 µM; actives 21% (n = 96,000); AID 778;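 active = CYP2C19 inhibition above a set limit at 5 µM in the primary screen, cut at about 50% in these data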;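 note: plate controls were negative control wells for no effect and 2.5 mM tranylcypromine positive control for full effect; values of inactives mirror those of a sister screen read the other way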
Target sequence (P33261 whole entry, looked up): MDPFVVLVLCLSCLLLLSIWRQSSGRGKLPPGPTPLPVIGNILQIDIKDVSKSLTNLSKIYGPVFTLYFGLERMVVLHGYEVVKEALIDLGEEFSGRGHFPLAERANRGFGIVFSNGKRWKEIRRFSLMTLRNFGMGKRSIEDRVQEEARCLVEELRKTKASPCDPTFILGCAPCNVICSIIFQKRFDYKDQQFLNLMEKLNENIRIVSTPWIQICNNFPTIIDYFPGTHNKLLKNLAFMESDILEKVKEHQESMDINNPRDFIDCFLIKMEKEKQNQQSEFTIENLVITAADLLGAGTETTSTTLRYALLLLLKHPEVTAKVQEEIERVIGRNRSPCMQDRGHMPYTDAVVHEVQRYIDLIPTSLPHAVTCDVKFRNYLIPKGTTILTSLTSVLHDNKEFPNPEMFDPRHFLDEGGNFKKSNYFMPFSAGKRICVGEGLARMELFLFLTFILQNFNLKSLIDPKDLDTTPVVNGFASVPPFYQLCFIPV
CYP2C19 activ: increases human CYP2C19 enzyme activity; AID 1025; recombinant CYP2C19, luciferin-H EGE luminescence; hits give high values; 0 = fully inhibited enzyme, 1 = untreated enzyme; activation factor at 5 µM; P33261; 96,000 tested, under 10 active;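 active = activation factor of at least 2 at 5 µM in the primary screen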;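 note: 0 = wells with 2.5 mM tranylcypromine and 1 = vehicle-only wells; values of inactives mirror those of a sister screen read the other way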
CD11b adhes inh: blocks human CD11b/CD18 adhesion to fibrinogen; inhibition, % at 10 µM; K562 CD11b/CD18 adhesion to fibrinogen, ATPlite luminescence; Mn2+ added to activate the integrin; actives 0.54% (n = 93,000); AID 1497;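 active = primary inhibition of 50% or more at 10 µM, then 40% or more on retest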; note: some results filed as inactive read as strong as hits
Active calls of the source: *; . = not tested or not shown.

The line under a structure holds: CYP2C9 inh	PLAP activator	CYP2C9 act	Mac1 fbg enh	Pyk2 oligo antag	MT1-MMP txn act	CYP2C19 inh	CYP2C19 activ	CD11b adhes inh
- CCOC(=O)c1cnn(-c2nc(-c3ccccc3)nc3c2COC(C)(C)C3)c1N
→ 23	1.1	0.8	4	-0.74	0.9	19	0.8	2
- CC(C)OC(=O)c1cc(NC(=O)C2C3CCC(O3)C2C(=O)O)cc(C(=O)OC(C)C)c1 (centres undefined)
→ 79*	1.4	0.2	-1	-2	1.1	78*	0.2	-25
- CC(C)(CC(=O)O)Cc1nc(-c2ccc(Cl)cc2)no1
→ -17	1	1.2	2	.	1.1	-17	1.2	6
- Fc1ccc(OCCCCCCN2CCCC2)cc1
→ 4	1.1	1	0	1.9	.	5	1	1
- COc1ccc(CNC(=O)c2ccc(NC(=O)CC3SC(N4CCCCC4)=NC3=O)cc2)cc1 (centres undefined)
→ 24	1.8	0.8	-1	0.59	1.1	3	1	-6
- Cc1ccc(OCc2nnc(SCC(=O)c3cccc([N+](=O)[O-])c3)n2C)cc1
→ 13	1.1	0.9	5	0.17	.	-8	1.1	6
- COc1ccc(OC)c(NC(=O)CSc2ccccc2)c1
→ -38	0.8	1.4	12	-0.78	1.1	57*	0.4	-8
- Cc1ccc(S(=O)(=O)CCc2ccccn2)cc1
→ -16	0.9	1.2	0	0.01	1	26	0.7	-8
- Cc1cccc(-c2noc(Cc3ccccc3)n2)c1
→ 1	0.9	1	1	-0.19	1.5	-1	1	-11
- c1ccc2[nH]c(CSc3ncnc4c3oc3ccccc34)nc2c1
→ 97*	1	0	.	-0.88	1.6	69*	0.3	.
- CCCCn1c(SCc2cc(=O)n3ccsc3n2)nc2cc(C(=O)OC)ccc2c1=O
→ 12	1.1	0.9	-2	.	1.1	-3	1	6
- CN(C)c1nc(-c2ccccn2)nnc1-c1ccccc1
→ 15	1.3	0.8	-1	0.38	.	51*	0.5	-26
- C=CCN(c1ccc(C(=O)NC(C)C)cc1)S(C)(=O)=O
→ 6	1.3	0.9	2	1.6	1.2	-3	1	23
- Cn1c(=O)c2c(nc(CN3CCOCC3)n2CCc2ccccc2)n(C)c1=O
→ 26	1.6	0.7	-2	0.98	1	14	0.9	-8
- C=CCCC(=O)Nc1nc(C)c(-c2csc(Nc3cccc(OC)c3)n2)s1
→ 49	1	0.5	12	.	.	13	0.9	2
- O=c1c2ccccc2nnn1CSc1nnnn1-c1ccccc1
→ -36	1.1	1.4	.	-0.68	1.4	74*	0.3	.
- CCOC(=O)c1sc2cccc(F)c2c1N
→ -20	0.8	1.2	-2	1.1	1.2	26	0.7	-2
- Cc1c(C(=O)N2CCN(c3ccccn3)CC2)sc2ncnc(N3CCOCC3)c12
→ 58*	1.8	0.4	-4	0.99	1.3	19	0.8	4
- CCCCN1C2CCCC1CC(NC(=O)c1ccc(OC)c(OC)c1)C2 (centres undefined)
→ 9	0.9	0.9	2	-0.67	1	1	1	-17
- Cc1ccc(C(=O)Nc2ccc3c(c2)ncn3C)cc1
→ 9	0.8	0.9	6	-0.51	1.1	-8	1.1	-2
- O=C(O)c1cc(-c2ccccc2)c(N2CCOCC2)s1
→ 28	0.9	0.7	0	-0.36	1.2	3	1	-10
- Cc1cc(=O)[nH]c(SCC(=O)c2ccc(C)c(C)c2)n1
→ 46	0.9	0.5	-3	0.37	1.1	30	0.7	1
- CC(=O)ON1C(C)(C)Cc2noc(N)c2C1(C)C
→ 1	0.9	1	-4	-0.04	1.1	-5	1.1	-17
- CC(=O)N1CCN(C(=O)CCc2c[nH]c3ccccc23)CC1
→ -7	1	1.1	-1	0.68	1.1	27	0.7	-14
- CCCC(=O)N(CCc1ccccc1)Cc1nc2ccccc2c(=O)[nH]1
→ 38	1.2	0.6	1	1.4	1.1	54*	0.5	3
- COC(=O)c1cc(NC(=O)C2CC2)cc(C(=O)OC)c1
→ 22	1	0.8	-4	-0.65	1.1	12	0.9	-1
- CC1CCN(S(=O)(=O)N2CCC(C(=O)NCCN3CCOCC3)CC2)CC1
→ -2	1.5	1	-2	-0.67	1	16	0.8	-3
- CN(C)c1ccc(C(c2nnnn2C(C)(C)C)N2CCc3ccccc3C2)cc1 (centres undefined)
→ 13	0.9	0.9	4	.	1.2	58*	0.4	30
- COc1cc(NS(=O)(=O)c2ccc(NC(=S)NC(=O)C(C)(C)C)cc2)nc(OC)n1
→ 4	1.1	1	-2	0.05	1	10	0.9	-22
- CC1=CC(C)(C)N(S(=O)(=O)c2ccc(C)cc2)c2ccccc21
→ 62*	0.5	0.4	-5	-0.82	0.4	44	0.6	52*
- Cc1ccc(N(CC(=O)NCc2ccco2)S(=O)(=O)c2ccccc2)cc1
→ 92*	1.5	0.1	4	-1.2	1.1	94*	0.1	11
- COc1cc(NC(=O)c2cc3ccccc3o2)c(OC)cc1Br
→ -3	1.1	1	-2	1.1	1.1	-9	1.1	15
- CC(=O)NC(=S)Nc1ccc(NC(=O)COc2ccc(Cl)cc2)cc1
→ -10	0.9	1.1	-3	-0.09	.	8	0.9	2
- COc1ccc(Cc2nc(-c3ccc(-n4cccc4)cc3)no2)cc1
→ -1	1	1	-1	.	1	-19	1.2	62
- CCOC(=O)C1CCCN(c2ncnc3c2cnn3-c2ccc(OC)cc2)C1 (centres undefined)
→ 26	1.4	0.7	1	-0.71	1.2	31	0.7	-7
- CCn1c(=O)n(-c2ccc(Cl)cc2)c(=O)c2c3c(sc21)COC(C)(C)C3
→ 26	1.1	0.7	.	0.03	1.2	23	0.8	.
- Cc1cc(C)c(NC(=O)c2cc3c(nc4sccn43)s2)c(C)c1
→ 35	1.3	0.6	0	-0.86	1.1	37	0.6	-9
- COc1ccc(C2=C(O)C(C)N(c3ccccc3)C2=N)cc1OC (centres undefined)
→ -26	1.3	1.3	-1	-0.32	0.9	-12	1.1	1
- O=C(NCC(=O)N(c1ccccc1F)C(C(=O)NCC1CCCO1)c1ccccc1)c1ccco1 (centres undefined)
→ -2	1.2	1	1	-0.51	1	10	0.9	22
- COc1ccc(CN(C(=S)Nc2ccccc2)C2CC(=O)N(c3ccc(F)cc3)C2=O)cc1 (centres undefined)
→ 36	0.9	0.6	0	-0.44	.	9	0.9	-2
- O=C(NCCCN1CCc2ccccc2C1)Nc1ccc(Cl)cc1
→ 4	1.1	1	-4	0.29	1.2	13	0.9	-1
- CCCc1nc2ccccc2c(=O)n1NC(=O)c1c(O)c2ccccc2[nH]c1=O
→ 61*	1.5	0.4	-6	3.6	1	-12	1.1	1
- COc1cc(C(c2sc3nc(C)nn3c2O)N2CCc3ccccc3C2)cc(OC)c1OC (centres undefined)
→ 33	1.5	0.7	2	.	1.1	84*	0.2	-44
- COc1cccc(N/C=C(\C#N)c2ccc(OCCCF)cc2)c1
→ 42	0.7	0.6	5	0.36	1.2	14	0.9	8
- Oc1cccc(C=NCc2ccccc2)c1O
→ 26	0.9	0.7	-3	0.97	1	-2	1	-17
- COc1ccc(Br)cc1C1CC(=O)N2CN(Cc3ccccc3)CSC2=C1C#N (centres undefined)
→ 94*	1.1	0.1	1	.	1.1	70*	0.3	-9
- O=C(C1CCCN(Cc2cccs2)C1)N1CCCCCC1 (centres undefined)
→ -1	1	1	0	1.3	1.3	0	1	3
- Cc1ccc(S(=O)(=O)N2CCN(C(=O)N3CCOCC3)C2c2ccc(N(C)C)cc2)cc1 (centres undefined)
→ -39	1	1.4	-2	0.33	0.9	41	0.6	-44
- Brc1cnc(N2CCOCC2)nc1N1CCCCC1
→ 32	1.3	0.7	3	0.53	1.2	58*	0.4	-22
- COc1ccc(CC/C(=N\O)C2(O)CCCCC2)cc1
→ 70*	0.9	0.3	0	0.01	1.2	58*	0.4	-4

Copied from the list:
Cc1ccc(S(=O)(=O)N2CCN(C(=O)N3CCOCC3)C2c2ccc(N(C)C)cc2)cc1 (centres undefined) – MT1-MMP txn act = 0.9
COc1cccc(N/C=C(\C#N)c2ccc(OCCCF)cc2)c1 – CYP2C9 inh = 42

(cont.)
The line under a structure holds: CYP2C9 inh	PLAP activator	CYP2C9 act	Mac1 fbg enh	Pyk2 oligo antag	MT1-MMP txn act	CYP2C19 inh	CYP2C19 activ	CD11b adhes inh
- CN1CC=C2C(C#N)=C(N)C(C#N)(C#N)C(CCc3ccccc3)C2C1 (centres undefined)
→ 1	1	1	5	-1.1	1.2	18	0.8	-28
- O=C(Cc1cccc2ccccc12)Nc1ccc(-c2cc3ccccc3oc2=O)cc1
→ 37	0.9	0.6	9	-0.28	.	-2	1	-2
- C=CCSc1nc2nc(C)cc(C)n2n1
→ -21	0.9	1.2	6	0.32	1.3	-7	1.1	-20
- O=C(CN1C(=O)C2(OCCCO2)c2ccccc21)NCCc1ccccc1
→ 17	1	0.8	-6	0.11	1.1	86*	0.1	2
- O=C(O)CCc1ccc(-c2cccs2)n1-c1ccc(C(=O)O)cc1
→ -103	1.2	2*	1	.	1.1	-12	1.1	-3
- Cc1ccc(C2NC(=O)NC3=C2CCc2ccccc23)cc1 (centres undefined)
→ 33	1.1	0.7	-2	0.23	1.6	95*	0.1	7
- COc1ccccc1-c1noc(-c2ccco2)n1
→ -5	1	1.1	9	.	1.5	50	0.5	-1
- O=C(COc1cccc(C(F)(F)F)c1)NCCCN1CCCC1=O
→ 26	1.4	0.7	-2	-0.1	1	16	0.8	-2
- CCOC(=O)C1CCN(C(=O)c2ccc(N(C)S(C)(=O)=O)cc2)CC1
→ 13	1.1	0.9	-3	0.08	1	4	1	-62
- Cn1c(SCc2c(Cl)cccc2Cl)nc(C(F)(F)F)cc1=O
→ 3	1	1	-3	-1.1	.	-9	1.1	-9
- O=C1c2cccc3c([N+](=O)[O-])ccc(c23)C(=O)N1c1ccc(Cl)cn1
→ -37	0.7	1.4	-3	-2.4	.	0	1	9
- O=c1c2c3c(sc2n(CCN2CCCCC2)c(=O)n1Cc1ccco1)CCCCC3
→ 61*	1.9	0.4	-2	-0.75	0.9	45	0.5	-47
- COc1cc(NC(=O)CN2c3cccc4cccc(c34)S2(=O)=O)cc(OC)c1OC
→ 9	1	0.9	0	0.78	1.5	-8	1.1	5
- CC(C)CN1CN(S(=O)(=O)c2cccs2)c2nc3ccccc3nc21
→ 9	0.9	0.9	-1	.	1	10	0.9	-3
- CC(=O)Nc1ccc(/C(C)=N/NS(=O)(=O)c2ccc(C)cc2)cc1
→ 71*	1	0.3	.	1.2	.	24	0.8	.
- CCc1ccc(C(=O)CSc2nc3ccccc3c(=O)[nH]2)cc1
→ 40	1.1	0.6	4	-0.6	.	26	0.7	-15
- CCn1c(SCC(=O)Nc2cccc(NC(=O)c3ccco3)c2)nnc1-c1cccs1
→ 65*	1.3	0.4	-6	0.13	1.2	56*	0.4	10
- COc1ccc(CCNC(=O)C2CCN(c3ccc(N4CCOCC4)nn3)CC2)c(OC)c1
→ 23	1.6	0.8	5	.	.	41	0.6	0
- O=C(Nc1nccs1)c1cccc(S(=O)(=O)N2CCCCC2)c1
→ 68*	1.5	0.3	-3	-0.28	1.1	94*	0.1	5
- CCCCN(c1ccccc1)c1ncnc2nc[nH]c12
→ -18	1.9	1.2	2	.	1.1	-4	1	9
- COc1cc(OC)cc(C(=O)Nc2ccc(S(=O)(=O)Nc3cc(C)nc(C)n3)cc2)c1
→ -70	1.4	1.7	-2	.	1.1	0	1	17
- COc1ccc(C(=O)Oc2ccc(/C=N/O)cc2)cc1
→ -11	0.9	1.1	0	1.4	1.4	5	0.9	1
- CC(=O)NC(CCS(C)(=O)=O)C(=O)Nc1cccc2ccccc12 (centres undefined)
→ 54*	0.9	0.5	-1	.	1.2	6	0.9	-15
- Cn1c(SCC(=O)OC2CCCCC2)nnc1-c1ccc(S(=O)(=O)N2CCCC2)cc1
→ 8	1.6	0.9	2	0.2	1.1	6	0.9	-7

Bioassay records as filed in PubChem BioAssay.
